Assay outcomes from PubChem.
FLuc counter: firefly luciferase modulation, counter-screen for miR-21 project. P08659. purified FLuc, Km substrates, luminescence inhibition. Potency, µM (series often up to 57.5 µM), for the others: at the highest dose activity change, negative = inhibition, actives largely listed as inhibitors. 360,000 compounds, 6.9% hits. AID 588342; active means well fitted inhibition curve with a large enough effect; inconclusive means small, poorly fitted or top-dose-only effect;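 further: plate controls were vehicle for no effect and reference inhibitor for full effect; nearly all actives have a fitted effect of over 55% in size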
Target sequence (P08659 whole entry, looked up): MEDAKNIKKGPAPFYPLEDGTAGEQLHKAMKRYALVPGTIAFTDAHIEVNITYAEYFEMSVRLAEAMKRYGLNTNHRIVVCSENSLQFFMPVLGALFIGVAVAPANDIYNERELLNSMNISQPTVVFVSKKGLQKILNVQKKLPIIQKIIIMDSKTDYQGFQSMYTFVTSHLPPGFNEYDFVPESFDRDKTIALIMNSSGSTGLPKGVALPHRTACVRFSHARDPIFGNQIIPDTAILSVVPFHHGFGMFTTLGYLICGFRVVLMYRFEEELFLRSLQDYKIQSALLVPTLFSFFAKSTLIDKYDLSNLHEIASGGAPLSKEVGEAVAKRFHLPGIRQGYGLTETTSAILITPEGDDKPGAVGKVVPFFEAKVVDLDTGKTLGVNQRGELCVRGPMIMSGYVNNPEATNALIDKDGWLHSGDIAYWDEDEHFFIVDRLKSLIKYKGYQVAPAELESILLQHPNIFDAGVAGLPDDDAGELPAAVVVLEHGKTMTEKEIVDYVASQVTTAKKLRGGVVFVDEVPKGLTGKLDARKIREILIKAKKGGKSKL
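Purified P. pyralis luciferase, 10 nM final, with Km-level 10 uM D-luciferin and 10 uM ATP in 50 mM Tris acetate pH 7.5, 10 mM Mg acetate, 0.01% Tween-20, 0.05% BSA; 6-point qHTS titration about 60 µM downward; luminescence read.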
An asterisk follows results filed as active; ? = inconclusive. Potency means the concentration at half of the fitted maximal effect. Not all compounds are listed; rates above refer to the full screens.

SMILES	FLuc counter
O=c1c2sccc2n(Cc2cc(=O)n3ccccc3n2)c(=O)n1-c1cc(F)ccc1F	-6.3%
CCOC(=O)c1[nH]c(C)c(C(=O)NCc2ccccc2Cl)c1C	2.8%
CCOC(=O)c1cccc(NC(c2nnc(-c3ccccc3)o2)c2ccccc2F)c1 (centres undefined)	?
COc1ccc(-c2cc3c(=O)n(CC(=O)Nc4cc(F)ccc4F)ccn3n2)cc1OC	-13.6%
Cc1cc(C)cc(NC(=O)CSCc2cc(=O)c3ccc(C)c(C)c3[nH]2)c1	-0.8%
COc1ccc(Br)cc1CNC(=O)c1cnc2sc(N3CCCCCC3)nn2c1=O	-15.1%
CCCN(C(=O)Nc1cn(CC(C)C)c(=O)c2ccccc12)c1ccc(F)cc1	-5.7%
CCC1CN(C(=O)N2CCC(C(=O)NCc3ccc(OC)cc3OC)CC2)c2cc(C)ccc2O1 (centres undefined)	1.6%
COc1ccc(CNS(=O)(=O)c2cc3c(cc2C)n(C)c(=O)c(=O)n3C)cc1	-0.6%
COc1ccc(CCNC(=O)c2c(O)nc3c(C)cccn3c2=O)cc1OC	2.9%
Cc1ccc(-c2cc(NC(=O)C(C)Oc3ccc(C)c(C)c3)on2)cc1 (centres undefined)	-0.5%
CCS(=O)(=O)Nc1ccc(-c2cn3ccsc3n2)cc1	?
CC(=O)Nc1cccc(NC(=O)CSc2cn(CC(=O)N(C(C)C)C(C)C)c3ccccc23)c1	-7.0%
Cc1ccc(N(CC(=O)N2CCN(c3ccc(Cl)cc3)CC2)S(=O)(=O)c2c(C)nn(C)c2C)cc1	-2.3%
COCCCNC(=O)CCCn1c(SCC(=O)c2ccc(Br)cc2)nc2c(sc3ccccc32)c1=O	-17.8%
Cc1ccc(CNCc2ccccc2)s1	-9.3%
COc1ccc(CCNC(=O)CCn2c(=O)c3ccccc3n(Cc3ccc(Cl)cc3)c2=O)cc1OC	0.9%
CCN(CC)c1ccc(NC(=O)c2sc3nc4c(cc3c2N)CN(C)CC4)cc1	?
CSc1ncc(Cl)c(C(=O)N(Cc2ccccc2Cl)C2CCS(=O)(=O)C2)n1 (centres undefined)	7.6%
CCOc1ccc(C(=O)Nc2ccc(-c3nc4ccccc4s3)c(C)c2)cc1OCC	-25.5%
Cc1ccc(OCC(=O)N(Cc2ccco2)Cc2ccco2)cc1C	-17.9%
COc1ccc(N2CC(NC(=O)c3ccc4c(c3)OCO4)CC2=O)cc1OC (centres undefined)	-4.5%
Cc1cccc(NS(=O)(=O)c2ccc3c(c2)CCN3C(=O)CCC(=O)O)c1C	-1.1%
O=[N+]([O-])c1cc(-c2nc(-c3ccccc3)no2)ccc1NCC1CCCO1 (centres undefined)	-7.1%
Cc1ccc(-c2nnc(Nc3ccc(Cl)c(Cl)c3)c3ccccc23)cc1S(=O)(=O)N(C)C	-2.2%
COc1ccc(OC)c(NC(=O)CCCOc2cc(=O)n(C)c3ccccc23)c1	-4.1%
Cc1ccc(NC(=O)N2CCc3cc(S(=O)(=O)N4CCC(C)CC4)ccc32)cc1	-3.6%
O=C(NCc1ccc(F)cc1)c1ccc(CS(=O)(=O)c2ccc(Cl)cc2)o1	-7.8%
O=C(CSc1nc2cc3ccccc3cc2[nH]1)Nc1cccc(C(F)(F)F)c1	-16.9%
O=C(NCCCc1ccccc1)C1CCN(C(=O)N2CCOc3ccc(Cl)cc32)CC1	-8.6%
Cc1ccc(Cl)cc1NC(=O)C(NS(=O)(=O)c1ccc2c(c1)CCC(=O)N2)c1ccccc1 (centres undefined)	-1.8%
CC(CNC(=O)c1cc(-c2ccccc2)n[nH]1)c1ccccc1 (centres undefined)	?
CC(C)CCNC(=O)[C@@H](c1ccccc1)N1Cc2ccccc2C1=O	-3.8%
CCCOc1ccc(-c2nc(SCC(=O)c3ccc(Cl)cc3)n[nH]2)cc1	-1.5%
COc1cc(OC)c(NC(=O)C(C)n2nc(-c3ccc(C)cc3)c3c(c2=O)CCCC3)cc1Cl (centres undefined)	-9.1%
CCOc1ccc(-c2nc(CSCC(=O)NCc3ccc(C)cc3)c(C)o2)cc1	-13.4%
Cc1ccc2oc3c(c(=O)c2c1)C(c1ccc(F)cc1)N(Cc1ccc2c(c1)OCO2)C3=O (centres undefined)	0.3%
CCOC(=O)c1ccc(-n2c(-c3ccc(C)cc3)c(C)n3c4c(=O)n(C)c(=O)n(C)c4nc23)cc1	5.4%
COc1ccc(N2CCN(C(=O)c3c(C)oc4nc(C)nc(N5CCCC5)c34)CC2)cc1	6.3%
Cc1ccc(C)c(NC(=O)Cn2c(SCC(=O)NCc3ccccc3)nc3ccccc32)c1	-5.0%
Cc1cccc(N2CCN(C(c3ccccc3)c3nnc(-c4ccccc4F)o3)CC2)c1C (centres undefined)	?
COc1ccc(-c2cc(C(F)(F)F)n3nc(C(=O)Nc4sc5c(c4C(=O)OC(C)C)CCC(C)C5)cc3n2)cc1 (centres undefined)	-0.4%
Cc1ccc(C)c(Cn2c(=O)n(CCCCCC(=O)NCc3ccc4c(c3)OCO4)c(=O)c3sccc32)c1	-15.5%
Cc1ccc(NC(=O)Cn2c(=O)n(-c3ccc(CC(=O)NCC4CCCO4)cc3)c(=O)c3ccccc32)cc1 (centres undefined)	-1.8%
Cc1nc(CC(=O)Nc2ccc(N(C)C)cc2)cs1	-13.7%
Cc1ccc(-n2c(SCC(=O)Nc3cccc(Cl)c3)nc3n[nH]c(C)c3c2=N)cc1	-2.8%
Cc1ccc(CCNC(=O)C2CCCN(S(=O)(=O)c3ccc4c(c3)oc(=O)n4C)C2)cc1 (centres undefined)	1.0%
COc1ccc(-c2csc(-c3c(N)c(C(=O)c4ccccc4)n4ccccc34)n2)cc1OC	-4.6%
COc1ccc(S(=O)(=O)N(CCc2ccccc2)CC(=O)Nc2cc(C)ccc2C)cc1	2.3%
COc1ccccc1CCNC(=O)Cc1c(C)c2c(O)cc(C)cc2oc1=O	-5.7%

Further records
SMILES	FLuc counter
CCn1c(C(=O)Nc2c(C)cccc2C)cc2sc(Cl)cc21	-17.6%
CCOC(=O)c1cccc(NC(=O)c2ncoc2-c2ccco2)c1	?
COc1ccc(CNC(=O)Cn2c(=O)c3cccn3c3cccnc32)cc1	-2.3%
O=C(NCc1ccc(F)cc1)C1CCN(C(=O)c2ccc(-n3ccc4ccccc43)s2)CC1	-14.3%
Cc1ccc(C)c(N2CCN(Cc3csc(C)c3C)CC2)c1	1.2%
COc1ccc(-c2cccc(NS(=O)(=O)c3ccc(C)s3)c2)nn1	-19.1%
Cc1c2cnn(CC(=O)NC(C)C)c(=O)c2c(C)n1Cc1cccc(Cl)c1	-7.5%
Cc1ccccc1NC(=O)COc1ccc2oc3c(c2c1)CCCC3	-1.6%
Cc1ccc(NS(=O)(=O)c2ccc3[nH]c4c(c3c2)CCCCCC4)cc1	-16.7%
CCOc1ccc(Sc2cc(C(=O)NCc3ccc(F)cc3)c3ccccc3n2)cc1	-3.2%
CC(=O)N1CCc2c(sc3c2c(=O)n(-c2cccc(Cl)c2C)c(=O)n3Cc2ccccc2C)C1	-10.1%
O=C(CSc1nnc(-c2ccc(Cl)cc2)o1)c1ccc([N+](=O)[O-])cc1	-0.8%
Cc1cc(C)cc(Nc2nc3ccccc3nc2-n2nc(C)cc2C)c1	-3.3%
CCOC(=O)N1CCC2(CC1)OC(=O)C(C)=C2C(=O)NCc1ccc(C)cc1	-10.2%
COc1ccc(N2CCN(C(CNS(=O)(=O)c3c(C)cc(C)cc3C)c3ccco3)CC2)cc1 (centres undefined)	-10.2%
Cc1cc(C)cc(NC(=O)CSc2nc(=O)n(Cc3ccccn3)c3c2CCC3)c1	-1.5%
Cc1ccc(S(=O)(=O)c2cn(CC(=O)Nc3ccc(C)c(Cl)c3)c3ccc(C)cc3c2=O)cc1	-6.8%
CCc1ccc(NC(=O)[C@H](CSCc2ccccc2)N2Cc3ccccc3C2=O)cc1	2.1%
COc1ccc(-c2nc3sc(CCNC(=O)C(=O)Nc4cc(F)ccc4F)c(C)n3n2)cc1	-3.9%
CCOc1ccc(CC(=O)Nc2ccc3nc(N4CCCCC4)cc(C)c3c2)cc1OCC	-15.9%

Arranged by SMILES length (lowest first): 5 of the compounds above.
SMILES	FLuc counter
Cc1cc(C)cc(Nc2nc3ccccc3nc2-n2nc(C)cc2C)c1	-3.3%
CCOC(=O)N1CCC2(CC1)OC(=O)C(C)=C2C(=O)NCc1ccc(C)cc1	-10.2%
COc1ccc(-c2nc3sc(CCNC(=O)C(=O)Nc4cc(F)ccc4F)c(C)n3n2)cc1	-3.9%
COc1ccc(N2CCN(C(CNS(=O)(=O)c3c(C)cc(C)cc3C)c3ccco3)CC2)cc1 (centres undefined)	-10.2%
CC(=O)N1CCc2c(sc3c2c(=O)n(-c2cccc(Cl)c2C)c(=O)n3Cc2ccccc2C)C1	-10.1%

Filtered by structure: those above with a furan ring, fused or not
SMILES	FLuc counter
Cc1ccc(OCC(=O)N(Cc2ccco2)Cc2ccco2)cc1C	-17.9%
O=C(NCc1ccc(F)cc1)c1ccc(CS(=O)(=O)c2ccc(Cl)cc2)o1	-7.8%
COc1ccc(N2CCN(C(=O)c3c(C)oc4nc(C)nc(N5CCCC5)c34)CC2)cc1	6.3%
CCOC(=O)c1cccc(NC(=O)c2ncoc2-c2ccco2)c1	?
Cc1ccccc1NC(=O)COc1ccc2oc3c(c2c1)CCCC3	-1.6%
COc1ccc(N2CCN(C(CNS(=O)(=O)c3c(C)cc(C)cc3C)c3ccco3)CC2)cc1 (centres undefined)	-10.2%

Next part:
SMILES	FLuc counter
COc1cccc(N2CC(NC(=O)Cc3cccs3)CC2=O)c1 (centres undefined)	1.9%
O=C(Nc1ccc(F)cc1F)c1cnn(-c2ccc(F)cc2)c1-n1cccc1	0.5%
COc1ccc(CNC(=O)c2ccc(N3CCCC3)c(NC(=O)NCc3ccc(C)cc3)c2)cc1	?
COc1ccc(CN2C(=O)c3oc4ccc(F)cc4c(=O)c3C2c2ccc(O)cc2)cc1 (centres undefined)	2.0%
Cc1cccc(C(=O)NCC(c2cccs2)S(=O)(=O)c2cccs2)c1 (centres undefined)	3.8%
COC(=O)c1cc2oc3ccccc3c2n1CC(=O)Nc1ccc(OC)c(OC)c1	-3.2%
COc1cccc(-n2c(C)nc3c(cnn3-c3ccc(C)c(C)c3)c2=O)c1	?
CCOc1ccc(NC(=O)Cc2ccc(-n3c(C)nc4cccnc43)cc2)cc1	0.3%
COc1ccc(-c2cnn3c(C)cc(C)nc23)cc1OC	1.9%
CC(=O)Nc1ccccc1-c1nc2ccccc2n(CC(=O)c2ccc(Br)cc2)c1=O	-10.0%
O=C(Nc1ccccc1)N(Cc1cccc(Cl)c1)c1ccccn1	-14.7%
CCCN1CCc2nc(N3CCN(c4ncccn4)CC3)ncc2C1	8.4%
COc1ccccc1CNC(=O)CN1C(=O)COc2ccc(S(=O)(=O)N3CCC(C)CC3)cc21	-10.3%
O=S(=O)(Nc1ccc(-c2ccc(N3CCCC3)nn2)cc1)c1ccc(C(F)(F)F)cc1	?
Cc1cccc(-n2c(=O)c3c(c4cc(C)ccc4n3C)n(CC(=O)Nc3ccc(C)c(C)c3)c2=O)c1	-3.1%
COc1ccc(N(C(=O)c2ccccc2C)S(=O)(=O)c2ccc(Cl)cc2)cc1	-1.1%
O=S(=O)(Nc1ccc(-c2ccc(N3CCCCCC3)nn2)cc1)c1cccc(C(F)(F)F)c1	?
Cc1cc(Cl)ccc1NC(=O)CSc1nc2c(c(=O)[nH]1)CCC2	1.4%
COc1ccc(-c2cc(=O)oc3c4c(ccc23)OCN(Cc2ccccc2)C4)cc1	-2.0%
O=C(Cn1c(=O)nc(-c2ccccc2)c2ccccc21)NCCc1ccccc1	4.5%
COc1cc(CN2CCc3nc(N4CCN(c5ccccc5F)CC4)ncc3C2)ccc1OC(C)C	-7.8%
CCCSc1nc(=O)c2c(n1C)NC(=O)CC2c1cccc(F)c1F (centres undefined)	?
CCOC(=O)c1sc2ncn(CC(=O)Nc3ccc(OC)c(Cl)c3)c(=O)c2c1C	1.5%
COCCNC(=O)c1ccc2c(c1)NC(=O)C(CS(=O)(=O)Cc1ccc(F)cc1Cl)N2 (centres undefined)	-1.2%
CCCCC(CC)CNC(=O)CN(C)S(=O)(=O)c1ccc2c(c1)c(=O)n(C)c(=O)n2C (centres undefined)	5.2%
CC1CCN(S(=O)(=O)c2ccc3c(ccc(=O)n3CC(=O)NCc3ccccc3)c2)CC1	-1.2%
Fc1ccccc1N1CCN(c2ncnc3onc(-c4cccc(Cl)c4)c23)CC1	1.1%
CCOc1ccc(-c2cc(C)n3nc(C(=O)Nc4cc(Cl)ccc4O)cc3n2)cc1	1.2%
Cc1ccc(NC(=O)CSc2nc3nccnc3c(=O)n2CCc2c[nH]c3ccccc23)cc1	-7.3%
COc1ccc(N2CCN(C(=O)CCn3nc(C)c(S(=O)(=O)N4CCCC4)c3C)CC2)cc1	-1.7%
CCc1ccc(OCC2c3cc(OC)c(OC)cc3CCN2C(=O)c2ccc(S(=O)(=O)N3CCCC3)cc2)cc1 (centres undefined)	-0.7%
Cc1c(C(=O)Nc2cccc(C#N)c2)sc2nc3n(c(=O)c12)CCCCC3	?
COc1cccc(NC(=O)CSC2=Nc3ccccc3N=C(c3ccc(F)cc3)C2)c1	-3.4%
Cc1ccc(CSc2nc3c([nH]c4ccccc43)c(=O)n2C)cc1	-0.9%
O=C(Cn1c(=O)n(-c2ccccc2Cl)c(=O)c2sc3ccccc3c21)N1CCCC1	-4.5%
CCOc1ccc(-c2cc(NC(=O)Nc3cccc(C(C)=O)c3)c(C(=O)OC)s2)cc1	?
Cc1cc(=O)n(CC(=O)N2CCCc3ccccc32)c2c1c(C)nn2-c1cccc(F)c1	-1.1%
Cc1ccc(CNC(=O)C(=O)NCC(c2cccs2)S(=O)(=O)c2ccccc2)cc1 (centres undefined)	0.5%
COc1ccc(-c2cc(C(F)(F)F)n3nc(C(=O)NCC45CC6CC(CC(C6)C4)C5)cc3n2)cc1OC	-2.9%
CCOC(=O)c1c(C)[nH]c(C)c1S(=O)(=O)N(C)CC(=O)N1CCN(c2ccc(Cl)cc2)CC1	2.1%
